RXFP1 agonist: agonists of human relaxin receptor RXFP1; HEK293T-RXFP1 cAMP TR-FRET, 30 min; response scale: percent of porcine relaxin response, buffer zero; Potency, µM (top dose mostly 57.5 µM), inactives show at the top dose activation, hits mostly activators; hit rate 0.3% among 370,000; AID 2676; note: potency is the fitted concentration of half-maximal effect; % is set by controls: 0 for no effect and ±100 for the full control effect; nearly all actives have a fitted effect of over 60% in size; many of its hits are not listed in these tables
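HEK293T cells stably expressing RXFP1 were pretreated with the PDE4 inhibitor Ro 20174, exposed to compounds for 30 min at 37C, lysed, and cAMP was read by TR-FRET. Data normalized to buffer (basal) and 29 nM porcine relaxin (100%).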
D1 antag: human D1 dopamine receptor antagonism | activity change, negative = inhibition, % at 10 µM | hit rate 3.2% among 360,000 | P21728 | HEK293 TREx D1 cells, calcium flux, dopamine EC80; hits give low values; in the data active = activity change below about -30%; note: % is set by controls: 0 for no effect and ±100 for the full control effect
Target sequence (P21728 whole entry, looked up): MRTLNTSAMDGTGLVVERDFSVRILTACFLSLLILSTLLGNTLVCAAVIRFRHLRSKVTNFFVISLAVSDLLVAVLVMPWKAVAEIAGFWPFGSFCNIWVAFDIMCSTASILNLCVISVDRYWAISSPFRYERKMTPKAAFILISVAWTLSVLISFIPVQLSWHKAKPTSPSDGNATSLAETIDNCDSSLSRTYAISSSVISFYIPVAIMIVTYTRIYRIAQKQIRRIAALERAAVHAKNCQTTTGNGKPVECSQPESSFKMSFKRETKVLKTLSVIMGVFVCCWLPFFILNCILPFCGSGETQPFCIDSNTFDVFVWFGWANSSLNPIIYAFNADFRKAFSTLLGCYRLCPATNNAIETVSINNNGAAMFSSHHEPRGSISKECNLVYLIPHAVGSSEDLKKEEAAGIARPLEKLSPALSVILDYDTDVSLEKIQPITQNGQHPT
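Tetracycline-induced HEK293 Trex D1 cells, force-coupled to calcium, dye-loaded; compounds added and read 180 s, then EC80 dopamine added and calcium flux tracked kinetically another 180 s.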
Vif-A3F inh: inhibitors of Vif-A3F interaction | HeLa A3F-eYFP + Vif (tagged APOBEC3F with the HIV-1 protein that degrades it), YFP fluorescence increase | Potency, µM (titrated, usually from 46.1 µM), for inactives: at the highest dose activity, negative = active | hit rate 0.2% among 390,000; note: potency is the fitted concentration of half-maximal effect; % of control where 0% means no effect; nearly all actives have a fitted effect of over 65% in size
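Fluorescence increase (Ex 488/Em 500-530) after overnight compound treatment at 37 deg C flags inhibition of Vif-driven A3F-eYFP loss in stable HeLa A3F-eYFP/Vif cells seeded overnight beforehand.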
Glioma ERSR ind: ER stress response induction in glioma | U87-MG GRP78 promoter luciferase reporter, 16 h | Potency, µM, for the others: top-dose activation, usual class: activators | hit rate 0.02% among 420,000; note: potency is the fitted concentration of half-maximal effect; series mostly up to about 76 µM; % of control where 0% means no effect; nearly all actives have a fitted effect of over 35% in size
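ERSR induction read as luciferase luminescence (Bright-Glo, 10 min at room temperature) in stably transfected human U87-MG glioma cells exposed to compounds for 16 h, using GRP78 as sensor.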
D2 potentiator: positive allosteric modulators of human D2 dopamine receptor | P14416 | HEK293 T-REx D2, calcium flux, EC20 dopamine potentiation | potentiation, % at 10 µM | hit rate 0.34% among 340,000 | AID 485347;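 active = potentiation over 3 SD above the plate norm, cut at about 30% in these data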; note: 0% is about no effect
Target sequence (P14416 whole entry, looked up): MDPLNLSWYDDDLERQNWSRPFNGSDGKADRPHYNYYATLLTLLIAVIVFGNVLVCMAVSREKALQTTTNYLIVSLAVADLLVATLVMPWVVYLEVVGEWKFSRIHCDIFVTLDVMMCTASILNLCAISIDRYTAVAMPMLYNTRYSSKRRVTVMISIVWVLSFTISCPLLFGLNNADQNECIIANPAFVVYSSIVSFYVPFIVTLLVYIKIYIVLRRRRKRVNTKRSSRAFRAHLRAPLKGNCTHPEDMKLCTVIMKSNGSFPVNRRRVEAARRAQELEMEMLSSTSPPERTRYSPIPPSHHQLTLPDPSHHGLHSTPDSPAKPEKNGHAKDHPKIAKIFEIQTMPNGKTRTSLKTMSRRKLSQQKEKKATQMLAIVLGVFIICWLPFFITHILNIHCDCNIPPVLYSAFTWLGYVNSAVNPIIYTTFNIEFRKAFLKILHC
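Cells plated with tetracycline inducer and held overnight at 30 C; calcium dye loaded 30–90 min at room temperature; baseline taken, compound added and read 180 s; EC20 dopamine then added and read 180 s.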
LDHA block: blocks human lactate dehydrogenase A; activity change, % (values are at about 110 or 230 µM); purified LDHA, NADH/diaphorase-resazurin fluorescence; hits give low values; P00338; hit rate 0.15% among 480,000; in the data active = activity change below about -30%; inconclusive = mostly about -25% to -30%;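 note: plate controls were DMSO wells for no effect and wells without enzyme for full effect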
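Resorufin fluorescence (ex540/em590), read at 0 and 20 min after diaphorase/resazurin addition, reports the NADH left after a 5 min room-temperature reaction of 2 nM human LDH5 with 0.06 mM NADH and 0.2 mM pyruvate.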
Vif-A3G inh: blocks the Vif interaction with human APOBEC3G; AID 602310; Potency, µM (doses to about 46.1 µM), for the others: top-dose activity, negative = active, hits mostly inhibitors; HeLa A3G-eYFP + Vif (tagged APOBEC3G with the HIV-1 protein that degrades it), YFP fluorescence, overnight; Q9HC16; hit rate 0.076% among 410,000;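 note: potency is the fitted concentration of half-maximal effect; % is set by controls: 0 for no effect and ±100 for the full control effect; nearly all actives have a fitted effect of over 60% in size; hits raise eYFP signal because A3G escapes Vif-driven loss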
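HeLa cells stably expressing Vif and C-terminally eYFP-tagged A3G, seeded overnight at 37 deg C, then exposed to compound by pintool overnight at 37 deg C. Rise in yellow fluorescence (Ex 488/Em 500-530, Acumen) marks blocked Vif-driven A3G degradation.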
D1 PAM: enhances dopamine response at the human D1 receptor; P21728; potentiation, % at 10 µM; hit rate 0.036% among 360,000; HEK293 TREx D1 cells, calcium flux, dopamine EC20 potentiation; AID 504651; in the data active = potentiation above about 30%; note: 0% is about no effect
D1 agonist: human D1 receptor agonism; P21728; HEK293 T-REx D1 cells, calcium flux, agonist mode; activation, % at 2 µM; hit rate 1% among 360,000; in the data active = activation above about 30%; note: 0% is about no effect
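Tetracycline-induced HEK293 TREx D1 cells, force-coupled to calcium signalling, were dye-loaded with a no-wash calcium kit. Compound was pin-added after a 10 s baseline. Fluorescence was read kinetically at 1 cycle/s for 180 s, with calcium rises flagged as agonism.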
Numbers without * were called inactive; ? = inconclusive; / = no result given; & = joins results of further samples; [ ] = another dose, or the depositor's remark. Unless noted, calls come from the whole dose curve; as a rule, active = well fitted curve in the direction sought with a large enough effect; inconclusive = small, poorly fitted or top-dose-only effect, or another doubt; inactive = no such curve, though single readings can be large; an effect the other way counts as inactive or inconclusive. The list is partial. The share of hits here may be higher or lower than overall.

SMILES	RXFP1 agonist	D1 antag	Vif-A3F inh	Glioma ERSR ind	D2 potentiator	LDHA block	Vif-A3G inh	D1 PAM	D1 agonist
CC(=O)NC1=C(N2CC2C)C(=O)C(NC(C)=O)=C(N2CC2C)C1=O (stereo not drawn)	/	/	4%	-3%	/	28	2%	/	/
Nc1ncnc2c1ccn2[C@@H]1O[C@H](CO)[C@@H](O)[C@H]1O	/	/	3%	-4%&-2%	/	-7	-18%	/	/
CCCCOCCCn1c(N)c(C(=O)OCCOC)c2nc3ccccc3nc21	1.8%	-3	-6%	0%	10	1	-1%	1	3
CCCNC(=O)N1[C@H]2CC[C@@H]1C(C(=O)OC)=C(c1cc3ccccc3s1)C2	/	/	7%	-2%	/	-2	2%	/	/
C=CCn1c(O)c(C(C)=NCc2ccc3c(c2)OCO3)c(=O)[nH]c1=O	-1.0%	13	0%	-2%	-7	-8	1%	-8	2
Cc1ccc(-n2c(O)c(/C=N/N3CCCCCC3)c(=O)[nH]c2=O)cc1C	1.2%	4	2%	-9%	7	-7	-1%	-7	5
COc1ccc(OCC(=O)N2CCN(Cc3ccc4c(c3)OCO4)CC2)cc1	3.3%	-16	-7%	-1%	6	-1	0%	-2	1
CSc1ncc(CN2CCCC(C(=O)c3ccccc3SC)C2)cn1 (stereo not drawn)	4.3%	-13	-2%	9%	-15	-4	-1%	-4	1
C=CCn1c(O)c(C(CC)=NCCC2=CCCCC2)c(=O)[nH]c1=O	0.4%	-11	-4%	-2%	-5	0	1%	-2	0
CC1=C(C/C(C)=C/c2ccccc2)/C(=C/CO)[C@H](O)[C@](C)(O)C12CC2	/	/	-8%	-5%	/	3	4%	/	/
O=C(O)C(O)(c1ccccc1)C1CCCCC1 (stereo not drawn)	0.4%	16	-13%	0%	/	-3	1%	-2	2
CCCCCCC[n+]1ccc(-c2cc[n+](CCCCCCC)cc2)cc1	2.4%	-13	4%	-4%&-3%&-4%	-4	-23&8	1%&6%	-5	1
O=C(NC1CCCCC1)N1Cc2ccccc2-n2nncc2C1	/	/	3%	-3%	/	0	1%	/	/
COc1ccc2c(c1OC)C(=O)OC2c1c(O)n(C2CCCCC2)c(=O)[nH]c1=O (stereo not drawn)	3.1%	-20	-7%	-2%	/	-7	-9%	2	2
O=C1NC(=O)N(Cc2ccco2)C(=O)/C1=C/c1cccn1CCOc1ccccc1Cl	-0.6%	-11	-12%	?	3	-6	?	-2	6
COc1ccc(C(=O)C(Cc2ccccc2)N(C)C)cc1 (stereo not drawn)	0.1%	-8	-1%	4%	-3	-11	1%	-6	3
CCN(CC)S(=O)(=O)c1ccc(C)c(NCC(=O)Nc2ccc(C#N)c(Cl)c2)c1	0.0%	-37*	-2%	-5%	3	5	-6%	-9	14
CCN(CC)C(=O)c1ccc(NC(=O)c2cccc(S(=O)(=O)N3CCN(Cc4ccccc4)CC3)c2)cc1	2.6%	-32*	0%	-5%	1	-10	-1%	-7	5
N#CC1(c2ccccc2)CCN(C2CC(=O)N(c3ccc4c(c3)OCO4)C2=O)CC1 (stereo not drawn)	0.9%	0	3%	-3%	3	-12	1%	-5	0
CC(C)(C)[C@]1(O)C[C@@H]2OC(=O)C[C@@]23C(=O)O[C@@H]2OC(=O)[C@H](O)[C@]213	2.7%	0	-2%	-1%&0%&-5%	-7	0	0%	-4	0
COc1cc2c(cc1OC)C1C(=O)c3ccc4c(c3OC1CO2)CC(C(C)C)O4 (stereo not drawn)	/	/	-5%	-4%	/	16	-3%	/	/
O=C(Cc1ccccc1)N1CCN(C/C=C/c2ccccc2)CC1	0.2%	1	/	?	-4	-4	-2%	-8	9
COc1ccc(CCN)cc1OC	-2.5%	6	-11%	-2%	-1	4	1%	5	18
CCS(=O)(=O)N1N=C(c2cccc(NS(C)(=O)=O)c2)CC1c1ccccc1 (stereo not drawn)	-0.3%	-6	10µM*	0%	/	2	10µM*	-3	4
COc1cc(N2CCOCC2)ccc1C=C1C(=O)NC(=O)NC1=O	-1.6%	-12	14%	-8%	14	-12	-8%	0	0

The list continues.
SMILES	RXFP1 agonist	D1 antag	Vif-A3F inh	Glioma ERSR ind	D2 potentiator	LDHA block	Vif-A3G inh	D1 PAM	D1 agonist
C[C@]12C=CC(=O)C=C1CC[C@@H]1C2=CC[C@]2(C)[C@@H](C(=O)CN3CCN(c4cc(N5CCCC5)nc(N5CCCC5)n4)CC3)CC[C@@H]12	/	/	?	-3%&-3%	/	2	-7%	/	/
Cn1cc(C(=O)OCC(=O)Nc2ccccc2)c2ccccc21	0.3%	10	9%	-3%	5	-10&4	-1%	-4	4
N#Cc1ccc(NC(=S)N2Cc3ccccc3-n3nncc3C2)cc1	/	/	2%	3%	/	-3	4%	/	/
O=c1c2ccccc2c(C=Nc2ccc(O)cc2)c(O)n1Cc1ccccc1	2.1%	-9	?	12%	4	-2	-10%	3	4
Cc1ccc(C2N3CCCN23)cc1 (stereo not drawn)	0.0%	-13	?	-6%	4	-9	-1%	1	2
O=C(Cn1c(=O)n(CC2CS2)c2ccccc21)N1CCCCC1 (stereo not drawn)	0.3%	-1	-2%	?	13	-4	1%	0	1
CN1CCC2(CC1)NC(=O)C1=C(CN(C)CC1)N2	0.0%	-11	-6%	-1%	-4	-3	4%	-6	8
CC(C)CCP(=O)(O)c1ccccc1	0.9%	-1	-1%	-2%	4	0	-1%	3	7
CN1OC[C@@H]2CN[C@H](c3ccc(Br)cc3)C[C@@H]21	/	/	-7%	-5%	/	?	-1%	/	/
Cc1cc(Br)c(NC(=O)CN2CC=C(c3ccccc3)CC2)c(Br)c1	1.2%	-13	-18%	3%	0	-2	-6%	-1	4
c1ccc2c(c1)cc1ccc3cccc4ccc2c1c34	/	/	?	3%	/	-2	-8%	/	/
CC(Cc1ccsc1)NCc1cn[nH]c1-c1ccc(F)cc1F (stereo not drawn)	2.2%	-9	-8%	-4%	12	-5	6%	-6	11
O=C1CN=C(c2ccccc2)c2cc(Cl)ccc2N1	/	/	5%	-4%&-1%	/	0	-1%	/	/
O=C(O)c1ccc(-[n+]2c(-c3ccccc3)cc(-c3ccccc3)cc2-c2ccccc2)cc1	-1.0%	4	0%	4%	-9	-11	1%	-2	-1
CCc1cccc(CC)c1NC(=S)N1CC2CC(C1)c1cccc(=O)n1C2 (stereo not drawn)	-0.6%	10	1%	-1%	-6	-3	-1%	-1	3
COc1ccc(C(C)=O)cc1CC(C(=O)c1ccc(C)c(C)c1)N(C)C (stereo not drawn)	0.7%	-11	-1%	2%	-6	0	-2%	-7	4
CC[n+]1c(/C=C/C=C/c2ccc(N(C)C)cc2)sc2ccccc21	-30%[inhibitor]	1	11%	-7%	-5	18	4%	5	4
COc1cccc(-n2c(CN3CCN(C)CC3)nc3ccc([N+](=O)[O-])cc3c2=O)c1	-0.8%	-11	12%	-3%	15	9	-3%	2	3
Cc1cc(OCC(=O)N2CCCN(C)CC2)ccc1Cl	1.0%	14	-13%	5%	-5	0	-1%	-4	3
CCCCN1C(=O)NC(=O)C2(Cc3ccccc3N3CCOCC32)C1=O (stereo not drawn)	-0.1%	-5	-20%	-3%	-8	2	4%	-11	3
CC12CCC3C(CC=C4CC5(CCC43C)OCCO5)C1CCC2=O (stereo not drawn)	-0.2%	-11	11%	0%	-9	-1	0%	-4	2
O=P(Oc1ccccc1)(Oc1ccccc1)C(O)c1ccc(Cl)cc1 (stereo not drawn)	-0.6%	-15	-3%	-6%	-1	0	3%	-3	2
COC(=O)C1=C(c2cccc(C#N)c2)C[C@@H]2CC[C@H]1N2C(=O)NCc1ccco1	0.3%	13	2%	-1%	11	-1	-4%	-3	0
Cc1ccc(-n2nc3c(N4CCC(C(=O)NCCc5ccccc5)CC4)nnc(C)c3c2C)cc1	?	-72*	-21%	-3%	10	-3	-5%	-3	5
C#C[C@]1(O)CCC2C3CCC4=C/C(=N/OCC(=O)NC(C)C(=O)NC(CCSC)C(=O)O)CC[C@]4(C)C3CC[C@@]21C (stereo partly drawn)	-3.3%	5	6%	0%	/	1	1%	-1	1

The last 3 records of the part before are carried over, then new ones follow:
SMILES	RXFP1 agonist	D1 antag	Vif-A3F inh	Glioma ERSR ind	D2 potentiator	LDHA block	Vif-A3G inh	D1 PAM	D1 agonist
COC(=O)C1=C(c2cccc(C#N)c2)C[C@@H]2CC[C@H]1N2C(=O)NCc1ccco1	0.3%	13	2%	-1%	11	-1	-4%	-3	0
Cc1ccc(-n2nc3c(N4CCC(C(=O)NCCc5ccccc5)CC4)nnc(C)c3c2C)cc1	?	-72*	-21%	-3%	10	-3	-5%	-3	5
C#C[C@]1(O)CCC2C3CCC4=C/C(=N/OCC(=O)NC(C)C(=O)NC(CCSC)C(=O)O)CC[C@]4(C)C3CC[C@@]21C (stereo partly drawn)	-3.3%	5	6%	0%	/	1	1%	-1	1
CCN(CC)C(=O)c1ccc(NC(=O)Cn2nc(C)c3ccccc3c2=O)cc1	-0.5%	0	0%	-6%	/	-4	-1%	-1	2
CCCCCCCSc1cc(OC)c(CCNC)cc1OC	-0.1%	3	8%	-15%	/	-1	-13%	-4	4
COc1ccc(/C=C2\C(=O)NC(=S)N(C)C2=O)cc1C	-0.9%	9	-1%	-5%	2	1	-1%	-1	0
CC(=O)N1Cc2cnnn2-c2ccccc2C1(C#N)Cc1ccccc1 (stereo not drawn)	/	/	-3%	-2%	/	-5	-3%	/	/
O=C1/C(=C/c2cc3c(cc2Cl)OCO3)N2CCC1CC2	-1.8%	5	/	/	10	/	/	11	2
CN1C(=O)C(=Cc2ccccc2OCc2ccccc2Cl)C(=O)N(C)C1=O	0.0%	30	-7%	-1%	-4	-45*	-26%	1	1
Cn1c(O)c(C=NC2CCCCCC2)c(=O)[nH]c1=S	8.1%	-5	5%	-1%	-1	-1	4%	/	6
CCn1c(O)c(/C=N/NC(=O)c2ccccc2)c(=O)[nH]c1=S	0.1%	-2	-9%	3%	-2	1	3%	-1	1
CC1=CC2OC3CC4OC(=O)C=CC=CC(=O)OCCC(C)C(O)C(=O)OCC2(CC1O)C4(C)C31CO1 (stereo not drawn)	/	/	-1%	-5%	/	-7	-11%	/	/
Cc1nc2ccccc2c(=O)n1-c1cccc(O)c1	1.9%	12	6%	-12%	8	-6	-1%	2	1

Screening results: PubChem, National Center for Advancing Translational Sciences (NCATS)
